# PAX8 reporter: PAX8 transcriptional activity inhibition; RMG-I TPO-luciferase reporter, SteadyGlo, 24 h; inhibition, % at 12.6 µM; hit rate 1.2% among 360,000;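 active = mean replicate inhibition at least 60% with every replicate also reaching 60%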;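 also: luciferase light reporting Pax8 driven TPO promoter activity; plate controls were median of neutral control wells for no effect and mitoxantrone controls for full effect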
# Cneo AK release: causes C. neoformans cell lysis. adenylate kinase release luminescence, 4 h; normalised: neutral wells 0, clomiphene wells 100. hit rate 0.2% among 360,000. lysis activity, % at 15 µM;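 active = mean lysis activity across replicates of at least 80%, whatever share of replicates individually reach that level; inactive = mean lysis activity below 80%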
#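 read-out = cell lysis signal | test system = log-phase Cryptococcus neoformans yeast cells | input = cells at 5 × 10^6 per mL | medium = fresh YPD growth medium | signal = luminescent adenylate kinase detection reagent | timing = 4 h at 37 °C static, read 1 h later | dosing = single dose | controls = Clomiphene as positive lysis control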
# miR-122 sensor: inhibitors of miR-122 in Huh7 cells. AID 602342. activation (reporter increase), % at 12.5 µM. Huh7 miR-122 Renilla luciferase sensor, 48 h; neutral wells = 0, positive control = 100. hit rate 0.3% among 340,000;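 active = mean replicate activation score at least 90 and every replicate individually at or above 90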;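 also: higher luciferase means less miR-122 activity so hits act as miR-122 inhibitors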
# PGC1a acetyl inh: lowers PGC1a acetylation signal in U2OS cells; inhibition, % at 15.6 µM; AlphaScreen anti-acetyl-lysine; with virally co-expressed GCN5 acetyltransferase; hit rate 0.17% among 350,000;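 active = every replicate shows inhibition of at least 40%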;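 also: 0% = neutral control wells and 100% = positive control wells; some results beyond the cut were filed as inactive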
# Casp6 inh: blocks human caspase-6 cleavage activity; purified caspase-6, Z-VEID-R110 cleavage fluorescence; inhibition, % at 12.5 µM; hit rate 0.53% among 350,000;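 active = mean inhibition across replicates at least about 35%, with every replicate also reaching that limit, limit read from the data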;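 also: 0% = median of neutral control wells and 100% = no fluorescence left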
# Target sequence (P55212 24-179 limits assumed): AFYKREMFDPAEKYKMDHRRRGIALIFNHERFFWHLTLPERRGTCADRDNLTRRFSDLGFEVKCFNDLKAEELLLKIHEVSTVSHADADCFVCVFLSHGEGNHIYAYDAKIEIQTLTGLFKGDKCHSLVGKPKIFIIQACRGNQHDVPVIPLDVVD
# Target sequence (P55212 194-293 limits assumed): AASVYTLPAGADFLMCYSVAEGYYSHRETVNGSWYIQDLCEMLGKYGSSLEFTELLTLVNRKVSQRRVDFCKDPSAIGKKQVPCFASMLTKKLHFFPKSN
# LGR2 inh: blocks bursicon-induced cAMP signaling via Drosophila LGR2. hit rate 0.35% among 380,000. HEK293 LGR2, CRE-luciferase, bursicon-stimulated, 4 h. AID 720647. inhibition, % at 9.99 µM;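 active = drop in luminescence signal, shown as inhibition above about 50% in the replicate tests, limit read from the data, passing the limit was not always enough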;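 also: agonist challenge used bursicon conditioned medium at about half maximal strength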
# EWS-Fli block: blocks EWS/Fli oncoprotein-driven transcription. inhibition, % at 12.6 µM. hit rate 0.67% among 350,000. A673 NR0B1-luciferase reporter, viability-normalised;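 active = mean inhibition of at least 50% after viability correction, with every replicate also passing that limit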;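 also: firefly luciferase signal divided by Alamar Blue viability fluorescence both relative to DMSO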
# FN deposit inh: fibronectin deposition inhibition; inhibition, % at 12.6 µM; AID 743247; hit rate 0.086% among 350,000; AH1F fibroblasts, Alexa488-fibronectin deposition fluorescence, overnight;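 active = mean inhibition across replicates of 30% or more, regardless of how many single replicates reach that level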;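 also: positive control wells lacked labelled fibronectin entirely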
#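 Material: AH1F fibroblast monolayer depositing Alexa488-labelled fibronectin into matrix / Amount: 10000 AH1F cells per well / Signal: fluorescence 485/525 nm / Medium: DMEM, 2% serum / Compound: single dose, pinned / Incubation: 1 h cell adhesion before compound, then overnight fibronectin incubation / Reagent: Alexa488-FN, 24 nM final / Read-out: inhibition of fibronectin deposition signal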
# * = called active by the depositor; · = no result given; & = joins results of further samples; [ ] = another dose, or the depositor's remark. The list is partial; count on the stated rates, not on these rows.
SMILES,PAX8 reporter,Cneo AK release,miR-122 sensor,PGC1a acetyl inh,Casp6 inh,LGR2 inh,EWS-Fli block,FN deposit inh
O=C(c1ccc(C(F)(F)F)cc1)C1CCCN(C2CCSCC2)C1 (configuration not stated),5.2,-3.2,17.9,·,-2.9,16.3,-3.1,-2.4
Brc1ccc2c(c1)C(OC1CN3CCC1CC3)c1ccccc1CS2 (configuration not stated),·,1.1,-1.3,-3.3,·,5.8,·,·
CNS(=O)(=O)c1ccc(N=Cc2c(O)n(-c3ccc(C)cc3)c(=O)[nH]c2=O)cc1,9.9,·,-8.8,6.5,-0.1,18.8,-4.1,-0.2
O=c1[nH]c(O)c(N=Nc2cc(C(F)(F)F)ccc2Cl)c(=O)[nH]1,-10.9,·,·,6.3,2.5,-21.4,15.4,-1.2
CCn1c(C)cc(/C=C2\C(=O)NC(=O)N(c3ccccc3C)C2=O)c1C,-24.9,-0.7,·,·,3.5,4.6,17.4,6.9
Cc1ccc(S(=O)(=O)N2CC2(C)CCl)cc1 (configuration not stated),12.9,·,·,·,-0.9,21.5,-0.1,-3.7
CCN(CC)c1ccc(N=Cc2c(O)n(CCC3=CCCCC3)c(=O)[nH]c2=O)cc1,·,·,2.9,10.5,1.0,·,·,-7.0
COc1ccc(-n2nnnc2C(c2cc3ccccc3o2)N2CCC(n3c(=O)[nH]c4ccccc43)CC2)cc1 (configuration not stated),52.0,0.4,-6.5,-6.3,-2.7,76.1*,36.4,3.1
COc1cccc(CN2CCNCC2)c1,4.4,0.0,3.2,-2.6,-17.8,3.2,11.4,-6.0
CCc1c(C)nc(N)nc1N1N=C1SCC(=O)OC,15.9,·,·,0.1,1.7,0.5,-19.4,2.6
COC(=O)C1=C(c2ccc3ccccc3c2)C[C@@H]2CC[C@H]1N2C,4.0,6.9,-4.2,15.3,14.4,9.5,-0.8,-9.7
O=C(Cc1ccccn1)N1CCCCN2[C@H](C1)[C@H](c1ccc(-c3ccc(F)cc3)cc1)[C@@H]2CO,1.5,-2.5,1.0[16.7 µM],2.5,-1.0,-7.3,7.3,·
Cc1cccc(N=Cc2c(O)n(C)c(=O)n(C)c2=O)c1,-10.2,0.0,-5.3,·,3.5,3.1,12.3,-0.7
COc1ccc2c(c1)NP(=S)(c1ccccc1)N2 (configuration not stated),-110.9,-2.6,6.1,3.8,4.9,-37.0,-27.0,-6.2
CN1C2CCC1CC(OC(=O)CCN1CCCC1)C2 (configuration not stated),·,-5.1,4.5,7.4,·,-2.3,·,-5.0
CCOC(=O)Cn1cc(C=C2C(=O)N(C)C(=O)N(C)C2=O)c2ccccc21,4.8,-0.7,3.1,4.1,-1.1,-22.7,6.7,-7.6
C[C@]12CC[C@@H](O)CC1=CCC1C2CC[C@@]2(C)C1C[C@@H](F)[C@@H]2O (some centres not stated),-4.5,2.4,6.1,-3.9,1.3,9.1,-4.0,4.1
c1ccc(C2NCc3ccccc3-n3cccc32)cc1 (configuration not stated),15.6,3.2,36.7,3.4,2.8,-8.3,3.1,0.4
COP(=O)(NS(=O)(=O)c1ccccc1)OC,-3.9,·,·,·,1.3,29.6,5.4,-1.4
O=[N+]([O-])c1cccc(CN2CC=C(c3ccc(F)cc3)CC2)c1,5.0,2.7,-0.3,·,-5.9,·,15.0,14.0
COc1cccc(-c2ccc([C@H]3[C@@H](CO)N4CCCCN(C(=O)Cc5ccncc5)C[C@@H]34)cc2)c1,-21.6,-0.4,7.2[16.7 µM],-12.0,0.9,41.5,·,3.8
O=C(N/N=C/c1c(O)n(Cc2ccc(F)cc2)c(=S)[nH]c1=O)c1ccncc1,14.9,-3.1,-0.1,-2.5,2.1,10.7,3.9,0.1
CCCCCSc1cc(O)c(C(CNC)C(C)C)cc1OC (configuration not stated),1.9,3.0,-0.7,-7.5,1.3,0.8,3.9,-1.3
Cc1cccc(NC(=S)N2CC3CC(C2)c2cccc(=O)n2C3)c1C (configuration not stated),-5.1,·,-0.3,·,-0.8,8.3,4.7,7.6
Oc1c(Cl)cccc1Cc1cc(Cl)cc(Cl)c1O,24.0,-1.9,·,-5.4,8.8,-1.0,13.2,-4.9

# Entries of single compounds from above:
# `O=c1[nH]c(O)c(N=Nc2cc(C(F)(F)F)ccc2Cl)c(=O)[nH]1` across the screens: PAX8 reporter = -10.9; Cneo AK release = ·; miR-122 sensor = ·; PGC1a acetyl inh = 6.3; Casp6 inh = 2.5; LGR2 inh = -21.4; EWS-Fli block = 15.4; FN deposit inh = -1.2
# `COc1cccc(-c2ccc([C@H]3[C@@H](CO)N4CCCCN(C(=O)Cc5ccncc5)C[C@@H]34)cc2)c1` across the screens: PAX8 reporter = -21.6; Cneo AK release = -0.4; miR-122 sensor = 7.2[16.7 µM]; PGC1a acetyl inh = -12.0; Casp6 inh = 0.9; LGR2 inh = 41.5; EWS-Fli block = ·; FN deposit inh = 3.8

# Going on with the list:
SMILES,PAX8 reporter,Cneo AK release,miR-122 sensor,PGC1a acetyl inh,Casp6 inh,LGR2 inh,EWS-Fli block,FN deposit inh
Nc1ccc([N+](=O)[O-])cc1,·,1.3,-6.9,3.3,-2.3,8.8,2.9,·
CCCCn1nnnc1C(C1CC1)N1CCC(n2c(=O)[nH]c3ccccc32)CC1 (configuration not stated),-4.9,-1.3,-0.4,-8.6,4.1,5.6,-3.0,·
C#CC[N+]1(C)[C@@H]2CC[C@H]1CC(OC(=O)C(CO)c1ccccc1)C2 (some centres not stated),5.9,-5.1,2.3,11.5,-7.0,-14.5,-8.0,11.2
CCC(C(=O)N1CCC2(CC1)OCCO2)n1c2ccccc2c2nc(=O)cc(C)n21 (configuration not stated),14.4,-0.8,10.9,-4.5,-1.2,2.2,10.1,8.6
CCCCCn1c(=O)c(C(=O)Nc2ccccc2)c(O)c2ccccc21,-2.8,0.7,-0.8,1.1,1.1,-19.1,-11.2,-13.7
COC(=O)C1=C(c2cc3ccccc3s2)C[C@@H]2CC[C@H]1N2C(=O)NCC1CC1,13.0,2.8,·,·,2.2,-3.2,0.4,1.8
O=C(C1CCN(S(=O)(=O)N2CCOCC2)CC1)N1CCC2(CC1)OCCO2,·,0.0,-1.2,17.2,·,-29.2,·,10.8
COc1ccc(S(=O)(=O)N2Cc3ccccc3-n3nncc3C2)cc1,8.3,0.4,-2.3,-8.8,0.8,13.4,-7.0,-0.3
O=C(Nc1ccc2c(c1)OCO2)c1cn(Cc2ccc(F)cc2)nn1,·,-1.7,9.4,-3.6,·,·,·,0.2
Cc1cccc(N=Nc2ccc(N(C)C)cc2)c1,-167.2,-4.2,19.6,0.6,1.9,18.0,·,-0.4
C[C@@H]1CN([C@@H](C)CO)C(=O)CCCn2nncc2CO[C@H]1CN(C)C(=O)Oc1ccccc1,-4.2&-6.0,3.6&-1.3&-3.9,-4.0,-6.2&-2.8&4.4,-4.1&-2.2&2.8,-12.3&2.3,-2.0&-5.2&-4.4,1.8&4.3
O=C(O)Cn1cc(/C=C2\C(=O)NC(=O)N(c3ccc(Cl)cc3)C2=O)c2ccccc21,13.3,0.1,-4.4,-10.5,6.7,0.2,10.8,-6.9
Cc1ccc2ccccc2c1NC(=O)CNC1CCCCC1,14.0,-1.2,-1.2,5.5,·,·,·,-1.4
CCOc1ccc2c(c1)c(C(C)=O)c(C)n2Cc1ccco1,20.4,-3.2,-2.1,-22.5,5.1,-0.8,3.0,-0.5
COc1ccc(N=C2SCCCN2C)cc1,-1.7,-0.8,2.9,15.0,·,·,·,22.1
CC(=NCCN1CCCCC1)c1c(O)n(Cc2ccccc2)c(=O)[nH]c1=O,·,3.2,-3.2,4.3,·,17.4,·,-0.5
COC(=O)C1=C(c2cccc(OC)c2OC)C[C@@H]2CC[C@H]1N2C(=O)N1CCC(C)CC1,-10.7,1.3,·,·,1.3,·,-1.5,-6.6
N=C1c2ccccc2CN1c1ncccn1,-28.5,·,·,·,-3.4,-17.3,-15.0,·
O=C(Cc1ccccn1)N1CCCCN2[C@H](CO)[C@H](c3ccc(C#Cc4ccccc4)cc3)[C@@H]2C1,4.2,42.8,-8.1[16.7 µM],-2.5,-1.3,-3.5,-12.0,·
Cc1ccc(N2C(=O)NC(=O)/C(=C\c3ccoc3)C2=O)cc1,-3.5,-0.1,-9.1,-1.6,30.2,18.3,-2.7,-13.4
C[C@]12CCC3C(CC[C@H]4C[C@@H](O)CC[C@]34C)C1C[C@@H](Br)[C@@H]2O (some centres not stated),4.2,·,·,·,0.0,4.4,3.4,8.4
COc1ccc(CCn2c(O)c(C=Nc3ccc(F)cc3)c(=O)[nH]c2=O)cc1OC,-18.4,-1.7,-0.3,6.0,-4.1,4.5,1.2,-4.5
C[C@@]1([C@@H](NP(=O)(c2ccccc2)c2ccccc2)c2ccccc2)C[C@H]1CCO,-11.5,0.0,-0.6,-5.5,-1.5,3.0,-3.4,-6.2
CC(=NCc1cccnc1)c1c(O)n(-c2ccc(Cl)cc2)c(=O)[nH]c1=O,6.8,·,·,·,1.7,9.9,-4.8,3.1
COc1ccc(N2C(=O)/C(=C/c3ccc(C)o3)C(=O)NC2=S)cc1,15.4,0.6,-6.6,1.4,40.0*,8.9,4.4,-8.7

# More results follow.
SMILES,PAX8 reporter,Cneo AK release,miR-122 sensor,PGC1a acetyl inh,Casp6 inh,LGR2 inh,EWS-Fli block,FN deposit inh
CC1(C)CN=C(Nc2ccc(F)c(Cl)c2)S1,-35.9,·,·,·,-2.0,-26.2,-19.0,2.9
Fc1ccccc1CNCCc1c[nH]c2ccccc12,-14.7,0.2,·,-10.5,-9.9,0.5,-3.4,2.3
CC1([N+](=O)[O-])COP(=O)(NC2CC2)OC1 (configuration not stated),-2.9,·,·,·,1.1,-18.1,-8.1,9.3
C=CCn1c(O)c(C(CC)=Nc2cccc(C(F)(F)F)c2)c(=O)[nH]c1=O,25.2,·,·,·,1.7,5.7,1.3,1.6
Cc1ccc2c(c1)C1CN(C)CCC1N2C(=O)/C=C/c1ccc2c(c1)OCO2 (configuration not stated),1.9,-2.1,-5.7,7.2,0.2,6.2,-3.3,5.6
Cc1cc(C=C2C(=O)NC(=O)NC2=O)c(C)n1-c1ccncc1,-6.7,2.2,0.9,·,1.4,4.5,1.5,-6.7
Cc1ccc(-n2c(C)nc3ccccc3c2=O)cc1C,13.1,·,·,·,1.2,-3.7,-22.6,2.2
NCCc1ccc(O)cc1,-7.3,2.2,-8.1,1.6,-2.6,10.2,-2.4,0.3
O=C1NCN(c2ccccc2)C12CCNCC2,·,-0.8,-1.2,1.0,·,4.0,·,1.3
O=C1NC2C(=CC(O)C(O)C2O)c2cc3c(c(O)c21)OCO3 (configuration not stated),·,·,-8.5,62.7*,8.9,106.3*,54.4*,21.1
COc1cc2c(C(=O)O)c(C)n(C)c2cc1Br,-18.9,·,-3.2,-26.1,-0.6,1.1,-10.4,·
COCCNC(=O)Cn1cc(C(=O)c2ccccc2F)c2ccccc21,10.3,-0.9,·,·,-5.8,-4.2,-2.1,3.4
COc1ccc2[nH]c(C)c(CCNCc3cccnc3)c2c1,10.7,-2.7,2.6,2.9,-19.6,-11.1,-7.7,-16.9
O=C(NCNC(=O)NC1C(=O)NC(=O)N1CO)NC1C(=O)NC(=O)N1CO (configuration not stated),-0.4,-0.2,-4.1,19.7,-0.7,2.4,-13.1,1.4
C/C=C/c1ccc(C2[C@@H]3CN(Cc4cccnc4)C[C@H]2N3)cc1 (some centres not stated),1.7&11.1,·,·,-7.6&-1.5,-0.2&0.6,-4.4&-12.1,7.0&34.7,-0.9&8.5
O=c1c2ccccc2nc(-c2ccccc2Cl)n1-c1cccc(O)c1,-3.5,3.1,4.2,·,0.7,17.5,9.4,-3.3

# Assay outcomes deposited in PubChem BioAssay by Broad Institute.
